CCHF vOTU inh = CCHFV vOTU protease inhibitors, primary screen, biochemical, Pep-AMC substrate, fluorescence | Crimean-Congo hemorrhagic fever virus L polyprotein viral ovarian tumor (vOTU) protease … | inhibition, % at 11.5 µM | 370,000 compounds, 0.55% hits; also: 0% = vehicle wells with enzyme and 100% = no enzyme wells
GDH-TPI counter = GDH-TPI coupling enzyme inhibitors, primary screen, artefact control for M. tuberculosis FBA inhibitor project, biochemical, absorbance, full deck | 360,000 compounds, 1.2% hits | GDH-TPI coupled enzyme counterscreen, NADH absorbance | inhibition, % at 4.8 µM;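 also: 0% = DMSO wells and 100% = wells lacking the enzyme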
BoNT A protease = BoNT/A light chain protease inhibitors, primary screen, biochemical, flow cytometry, MLPCN library; multiplex microsphere protease substrate cleavage; AID 588499, 2011; inhibition, % at 10 µM; 360,000 compounds, 0.17% hits; in the data active = inhibition above about 30%; inconclusive = no clear call, values can overlap the other calls; also: plate controls were buffer without enzyme for full effect and enzyme alone for no effect
FBA Mtb inh = Mtb FBA enzyme inhibitors, primary screen, biochemical, fluorescence, strain H37Rv; Fructose-bisphosphate aldolase (Mycobacterium tuberculosis (strain ATCC 25618 / H37Rv)), …; purified M. tuberculosis FBA, fluorescence read-out; inhibition, % at 1 µM; 360,000 compounds, 2.3% hits; in the data active = inhibition above about 27%;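 also: 0% = vehicle and 100% = reference inhibitor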
Target sequence (P9WQA3 whole entry, looked up): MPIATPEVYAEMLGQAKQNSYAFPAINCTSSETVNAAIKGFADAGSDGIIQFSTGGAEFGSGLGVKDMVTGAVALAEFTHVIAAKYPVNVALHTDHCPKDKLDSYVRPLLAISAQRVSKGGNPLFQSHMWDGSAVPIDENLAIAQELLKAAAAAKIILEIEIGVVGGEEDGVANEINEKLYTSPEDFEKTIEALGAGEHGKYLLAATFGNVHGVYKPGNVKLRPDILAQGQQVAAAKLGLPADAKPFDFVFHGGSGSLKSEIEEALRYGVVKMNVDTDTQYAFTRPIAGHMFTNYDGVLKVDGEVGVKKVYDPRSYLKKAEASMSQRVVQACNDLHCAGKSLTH
BoNT-F LC inh = BoNT/F light chain protease inhibitors, primary screen, biochemical, flow cytometry, MLPCN library | Multiplex microsphere protease cleavage assay | inhibition, % at 10 µM | 360,000 compounds, 0.22% hits | Botulinum neurotoxin type F light chain protease (Clostridium botulinum) | AID 588497, 2011; in the data active = inhibition above about 35%, passing the limit was not always enough; inconclusive = no clear call, values can overlap the other calls; also: plate controls were buffer without enzyme for full effect and enzyme alone for no effect
PrPC surface inh = inhibitors of human cell surface prion protein PrPC, primary screen, cell-based, TR-FRET. TR-FRET read-out. inhibition, % at 13.8 µM. 370,000 compounds, 0.43% hits. AID 720596, 2013; in the data active = inhibition above about 24%; also: 0% = median of the test wells and 100% = reference compound wells
FadD28 FP inh = inhibitors of FadD28 bisubstrate probe binding, primary screen, biochemical, fluorescence polarization, single point; inhibition, % at 12.5 µM; Mycobacterium tuberculosis FadD28 fatty-acid-AMP ligase; 360,000 compounds, 0.22% hits; AID 588549, 2011; in the data active = inhibition above about 8.5%, passing the limit was not always enough; inconclusive = no clear call, values can overlap the other calls
Mtb BioA inh = M. tuberculosis BioA enzyme inhibitors, primary screen, biochemical, plate reader, single point, HTS | inhibition, % at 9.99 µM | purified M. tuberculosis BioA enzyme | 7,8-diaminopelargonic acid synthase BioA (Mycobacterium tuberculosis) | 360,000 compounds, 0.096% hits; in the data active = inhibition above about 40%; inconclusive = no clear call, values can overlap the other calls
UGM FP inh = M. tuberculosis UGM enzyme inhibitors, primary screen, biochemical, fluorescence polarization, single point; purified UGM, fluorescence polarization probe displacement; inhibition, % at 10 µM; 320,000 compounds, 0.06% hits; AID 504406, 2011; in the data active = inhibition above about 10%, passing the limit was not always enough; inconclusive = no clear call, values can overlap the other calls
Target sequence (P9WIQ1 whole entry, looked up): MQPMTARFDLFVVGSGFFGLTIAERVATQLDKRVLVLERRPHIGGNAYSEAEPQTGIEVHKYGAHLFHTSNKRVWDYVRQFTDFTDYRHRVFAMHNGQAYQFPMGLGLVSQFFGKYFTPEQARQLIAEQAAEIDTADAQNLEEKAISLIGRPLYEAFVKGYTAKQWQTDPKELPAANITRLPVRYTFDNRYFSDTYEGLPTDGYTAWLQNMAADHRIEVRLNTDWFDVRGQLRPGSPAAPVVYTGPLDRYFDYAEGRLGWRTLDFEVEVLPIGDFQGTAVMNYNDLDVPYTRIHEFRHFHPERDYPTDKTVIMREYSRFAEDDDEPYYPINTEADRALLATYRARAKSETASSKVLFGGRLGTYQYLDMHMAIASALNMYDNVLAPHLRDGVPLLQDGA
* hit, by the source's call; ? = inconclusive; . = no result given. Rule as the data show it, unless noted: active = inhibition above about 30%; inactive = the rest.

Values run as follows: CCHF vOTU inh, GDH-TPI counter, BoNT A protease, FBA Mtb inh, BoNT-F LC inh, PrPC surface inh, FadD28 FP inh, Mtb BioA inh, UGM FP inh
COc1ccc(CN(C)C(=O)/C=C/c2ccc(S(=O)(=O)N3CCCCCC3)cc2)cc1
 : 10, -6, 0.0, 0, 2, 6, -0.7, -0.1, 0.1
Cc1ccc(NC(=O)CN(C)CC(=O)Nc2ccc(N3CCOCC3)cc2)c([N+](=O)[O-])c1
 : -4, 2, 0.7, 2, 0, -10, 0.6, ., -1.8
CC1CN(c2nc3ccccc3cc2-c2ccccc2)CC(C)O1 (configuration not stated)
 : 10, 2, -1.2, 5, -12, 2, -4.6, ., -1.9
O=C(NC(=S)Nc1ccc(S(=O)(=O)NC2CCCCC2)cc1)c1cccs1
 : 5, 20, -0.8, -2, -9, 3, -1.9, -2.2, 0.8
OCC[C@H]1C[C@H](O)[C@@H](O)[C@]2(CCc3ccccc3CO2)O1
 : 4, 7, -0.7, -1, -18, 8, 0.2, -1.2, 0.9
COc1ccc(N2CCC(CNC(=S)Nc3c(C)cc(C)cc3C)C2)cc1 (configuration not stated)
 : -1, -11, -0.4, 2, -20, 12, -2.7, ., -1.1
Cc1ccc(-n2c(=S)sc3c(=O)n(-c4ccc(F)cc4)c(SCC(=O)O)nc32)cc1C
 : 4, 9, -2.6, -3, 7, -11, ., 1.2, 3.8
COCCN1C[C@@H](CO)O[C@@H](n2cnc3c(NCCCO)ncnc32)C1
 : 8, 9, 0.4, 3, -7, -2, 0.3, -2.8, .
O=C(Nc1ccc2[nH]c(=O)[nH]c2c1)c1ccc(Cl)c(Cl)c1
 : -1, 1, 1.0, 2, 6, 2, -0.5, ., -3.5
C=CCC1NS(=O)(=O)OC(COC)C1C (configuration not stated)
 : 6, 3, -0.1, 3, -2, -8, -0.2, -3.3, -1.2
O=C(COc1ccc(Cl)cc1Cl)NCCCCc1ccccc1
 : 9, 2, -0.7, 1, 4, 0, -4.2, ., 0.4
Cc1nc(CCNC(=O)Cc2ccc(F)cc2)cs1
 : -2, 6, 0.0, -4, 0, -2, -5.6, 0.0, 0.3
Nc1cc[n+](CC(=O)c2ccc3c(c2)OCCO3)cc1
 : -11, 8, -0.3, 3, -4, 7, -1.3, -0.2, 1.7
CCOC(C(=O)OCC(O)CN(CC)CC)(c1ccccc1)c1ccccc1 (configuration not stated)
 : 7, -14, 1.2, 2, 10, -8, -0.5, -0.3, -2.6
CCCCn1c(N)c(N(C)C(=O)c2cccc(-n3cnnn3)c2)c(=O)[nH]c1=O
 : -3, -1, -0.2, -2, -8, -2, 0.0, -0.4, -0.3
CCOc1ccc(C(=O)Nc2ccc3c(c2)OCCO3)cc1
 : -5, 12, -0.6, -1, -5, 8, -1.6, -1.7, 1.2
CCc1nnc(NC(=O)c2ccc(S(=O)(=O)N3CCCCC3)cc2)s1
 : 7, 4, -1.2, -2, 19, 0, -0.5, -1.3, 0.6
CC(C)NC(=O)C1CCN(C(=O)c2cc3sccc3n2Cc2ccc(F)cc2)CC1
 : ., -8, 1.6, 1, 12, ., 0.4, -1.2, -0.2
O=C(/C=C/c1ccc(Cl)cc1)N1CCN(c2ccccn2)CC1
 : 7, 9, 0.8, 0, 13, -6, -0.9, ., -0.3
O=Cc1c(C(=O)O)n(Cc2ccccc2F)c2ccccc12
 : 7, 13, 2.3, 3, 15, 4, 1.7, 3.1, 3.3
Cn1c(SCC(=O)c2ccccc2)ncc(C(=O)Nc2ccccc2)c1=O
 : -2, -15, 1.0, -4, 12, -2, -2.4, -0.7, 3.7
Cc1c(Cc2ccccc2)c(=O)oc2c(C)c(OCC(=O)N[C@@H](Cc3ccccc3)C(=O)O)ccc12
 : 3, 12, -0.6, 53*, -5, -5, -11, 7.2, 0.9
O=C(O)c1ccc(-c2nc(-c3ccccc3Cl)cs2)cc1
 : 6, 5, -0.2, 7, -2, -2, -7.0, ., 0.4
CC(=O)Nc1ccc(NC(=O)C2(C)CC2(Cl)Cl)cc1 (configuration not stated)
 : -1, -4, -0.1, 1, -8, 6, -0.3, 0.0, -0.4
COc1cc(/C=C2\C(=N)N3N=C(S(C)(=O)=O)SC3=NC2=O)ccc1OC(=O)c1ccco1
 : 5, 20, -0.3, 0, -2, -8, -6.7, -2.0, -3.3
CCCCCSc1nnc2c(n1)OC(c1cccn1C)N(C(C)=O)c1ccccc1-2 (configuration not stated)
 : 1, 13, 4.0, 1, -1, 1, -0.3, 0.2, 1.4
CCC(=O)O[C@]1(C(=O)CCl)[C@@H](C)C[C@H]2[C@@H]3CCC4=CC(=O)C=C[C@]4(C)[C@@]3(F)[C@@H](O)C[C@@]21C
 : 2, 4, -0.4, 2, 9, 5, -2.1, 1.1, -1.5
COc1ccc(CN2CCNC(=O)C2CC(=O)N2CCCN(C(C)=O)CC2)cc1OC (configuration not stated)
 : 16, 11, 0.0, 3, 3, 1, 0.5, -3.8, -1.5
CN(CC(=O)Nc1ccccc1Cl)C(=O)CSc1ncc(C(F)(F)F)cc1Cl
 : 20, 6, -0.4, -2, -3, 8, -3.9, ., 0.9
CCCCNc1ncnc2c1cnn2Cc1ccc(Cl)cc1
 : -6, -6, -3.0, -1, -10, 8, -6.0, 1.0, 1.3
O=C(c1c(F)cccc1F)N1CCN(c2ccccc2F)CC1
 : 14, 13, -0.2, 6, 3, -2, 0.3, 7.4, 0.9
COC(=O)c1sc(NC(=O)CSc2nnc(C(C)C)n2C)nc1C
 : 17, 12, -0.1, -5, 12, -9, -1.1, -1.0, -2.7
COc1cccc(-c2nc3c(c(SCC(=O)N4CCOCC4)n2)Cc2c(CO)cnc(C)c2O3)c1
 : ., 7, -0.7, 0, 2, ., -1.1, -1.1, 0.6
CCN(CC)S(=O)(=O)c1cc(NC(=O)C2CCN(c3ncnc4sc(C)c(C)c34)CC2)ccc1Cl
 : 8, -2, -2.0, -2, -6, 0, -6.8, -0.5, 0.0
COc1ccc(N(CC(=O)NCc2ccco2)S(=O)(=O)c2ccc(OC)c(OC)c2)cc1
 : -8, 4, ?, -5, 5, -4, -3.0, 2.8, -1.2
CCOC(=O)c1cccnc1SC(CC)C(=O)N1CCOCC1 (configuration not stated)
 : -6, -3, -0.7, -2, -10, 3, 0.1, -2.4, -1.0
CCOc1cc(/C=C(\C(=O)O)c2ccc(S(=O)(=O)N3CCCC3)s2)ccc1OC
 : 12, 12, -6.5, 8, -10, -9, -2.6, -0.5, -0.2
C[C@H](NC(=O)OC(C)(C)C)c1nnc(SCC(=O)c2ccc(Cl)cc2)o1
 : 7, 5, -0.1, -5, 7, -2, -0.3, -0.3, 0.8
COc1ccccc1CCC(=O)Nc1ccc(S(=O)(=O)Nc2cc(C)nc(C)n2)cc1
 : -4, -1, 5.2, -1, 1, 6, -1.2, -1.0, -1.1
O=C(CSC1=NCCN1)Nc1cccc(C(F)(F)F)c1
 : -3, -16, 0.9, 9, -5, -7, 0.8, ., 3.6
CCOc1cccc(/C=N/Nc2ccc(S(=O)(=O)N(CC)CC)cn2)c1O
 : -3, 23, -0.9, 2, -9, -4, 0.7, ., -0.6
CC(C)(O)c1ccc2c(c1)CCC1C(C)(C(=O)O)CCCC21C (configuration not stated)
 : -5, 5, -0.3, 1, -9, -3, -1.3, -1.3, -0.6
CN(CC(=O)NCCc1ccccc1)S(=O)(=O)c1ccccc1
 : 13, 8, 0.2, 3, -2, -2, -2.1, ., -4.2
O=C1CCCc2nn(-c3ccccc3)nc21
 : 0, -4, 0.0, 3, -11, 2, -4.3, 2.2, -0.4
CC(=O)Oc1c2occc2cc2ccc(=O)oc12
 : 2, 18, -0.3, -1, 1, -9, -0.4, -0.3, 3.8

Single records (already shown). Values in the order: CCHF vOTU inh	GDH-TPI counter	BoNT A protease	FBA Mtb inh	BoNT-F LC inh	PrPC surface inh	FadD28 FP inh	Mtb BioA inh	UGM FP inh
Record of `O=C(CSC1=NCCN1)Nc1cccc(C(F)(F)F)c1` : -3	-16	0.9	9	-5	-7	0.8	.	3.6
Record of `O=C1CCCc2nn(-c3ccccc3)nc21` : 0	-4	0.0	3	-11	2	-4.3	2.2	-0.4
Record of `CCN(CC)S(=O)(=O)c1cc(NC(=O)C2CCN(c3ncnc4sc(C)c(C)c34)CC2)ccc1Cl` : 8	-2	-2.0	-2	-6	0	-6.8	-0.5	0.0
Record of `COc1ccc(N(CC(=O)NCc2ccco2)S(=O)(=O)c2ccc(OC)c(OC)c2)cc1` : -8	4	?	-5	5	-4	-3.0	2.8	-1.2
Record of `CCOc1cccc(/C=N/Nc2ccc(S(=O)(=O)N(CC)CC)cn2)c1O` : -3	23	-0.9	2	-9	-4	0.7	.	-0.6

Next section
Values run as follows: CCHF vOTU inh, GDH-TPI counter, BoNT A protease, FBA Mtb inh, BoNT-F LC inh, PrPC surface inh, FadD28 FP inh, Mtb BioA inh, UGM FP inh
CC(=O)Nc1ccc(N/C=C/C(=O)c2ccccc2)cc1
 : 18, 17, -0.2, -1, 17, 2, 0.7, -1.5, 2.3
O=C1CSC(c2cccnc2)N1c1ccccc1 (configuration not stated)
 : -8, 0, 0.2, -2, -4, -1, -1.8, 1.0, -0.1
O=C1CC2(CCN(C(=O)c3ccccc3[N+](=O)[O-])CC2)Oc2ccccc21
 : 1, -5, 0.4, 3, -3, 2, -4.0, -1.6, -0.5
Cc1cccc(NS(=O)(=O)c2ccc(C(=O)N3CCN(c4ccccc4O)CC3)cc2)c1C
 : 18, 0, -2.3, 0, -4, 8, -0.2, 8.9, -0.4
O=C(O)c1c[nH]c2nccnc12
 : 8, 0, -0.2, 7, -4, 0, -3.8, 3.9, .
O=C(CSc1nnc(-c2ccc(F)cc2)c2ccccc12)Nc1ccccc1
 : -3, 6, 1.5, -2, -2, 1, -2.5, ., -3.7
O=[N+]([O-])c1ccc(C[n+]2cccc3ccccc32)cc1
 : -10, 13, -0.6, -4, 3, -28, -4.8, ., -0.2
CC(C)=CCN1CCN(Cc2cccc3nonc23)CC1CCO (configuration not stated)
 : 14, -1, 0.0, -2, 0, -11, -2.8, ., 3.4
Cc1ccc(O)c(C(CC(=O)NCc2ccco2)c2ccccc2)c1 (configuration not stated)
 : -12, 6, -0.3, 0, -1, 7, -1.0, ., 1.9
O=C1CC(NNc2ccccc2)C(=O)N1c1cccc(Cl)c1 (configuration not stated)
 : 3, 17, -0.2, 2, 13, 4, -0.9, -1.6, 7.8
CC(=O)C1CCC2C3CCC4CC(O)CCC4(C)C3C(O)CC12C (configuration not stated)
 : 8, 2, -0.2, 2, -8, 3, -2.1, ., .

From PubChem BioAssay
